F-actin modifier = modifiers of F-actin cytoskeleton organization, primary screen, imaging, HUVEC, phalloidin staining, high-content imaging. HUVEC TNFa F-actin phalloidin imaging. inhibition, % at 2 µM. 0.18% of 91,000 active;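 active = inhibition above the batch mean plus 3 SD and confirmed as a hit by visual image inspection, cut at about 30% in these data, passing the limit was not always enough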; also: strong numbers were not always called active
ERa SRC1 inh = ERα–SRC-1 coactivator interaction inhibitors, primary screen, biochemical, TR-FRET, ERα LBD, estradiol-bound. Estrogen receptor (Homo sapiens), P03372. TR-FRET ER-alpha LBD / SRC-1 peptide. inhibition, % at 25.6 µM. 1.7% of 86,000 active. AID 629, 2007; in the data active = inhibition above about 50%;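 also: 0% = receptor plus peptide control and 100% = peptide only without receptor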
Target sequence (P03372 whole entry, looked up, the tested form may be a part): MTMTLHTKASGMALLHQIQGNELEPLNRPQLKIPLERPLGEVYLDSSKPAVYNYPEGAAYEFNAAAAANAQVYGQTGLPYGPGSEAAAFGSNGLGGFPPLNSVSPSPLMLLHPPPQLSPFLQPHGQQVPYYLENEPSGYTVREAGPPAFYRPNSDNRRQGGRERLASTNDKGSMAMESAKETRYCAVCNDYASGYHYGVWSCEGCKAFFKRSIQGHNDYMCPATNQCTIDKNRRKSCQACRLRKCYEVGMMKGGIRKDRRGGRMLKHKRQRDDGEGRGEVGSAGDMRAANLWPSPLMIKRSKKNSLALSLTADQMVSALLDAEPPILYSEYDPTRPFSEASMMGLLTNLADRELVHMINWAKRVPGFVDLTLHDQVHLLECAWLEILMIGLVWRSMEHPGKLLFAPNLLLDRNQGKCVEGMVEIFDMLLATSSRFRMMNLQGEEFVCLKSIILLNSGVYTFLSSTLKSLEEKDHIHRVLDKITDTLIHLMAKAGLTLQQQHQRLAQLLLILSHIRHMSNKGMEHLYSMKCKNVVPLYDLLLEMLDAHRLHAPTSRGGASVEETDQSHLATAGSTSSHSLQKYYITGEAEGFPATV
VCAM1 TNFa inh = inhibitors of TNFa-induced VCAM1 expression, primary screen, imaging, HUVEC, TNFa stimulus, immunofluorescence; 0.48% of 95,000 active; inhibition, % at 2 µM; HUVEC TNFa-induced VCAM-1 immunofluorescence, high-content imaging;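 active = inhibition above the batch mean plus 3 SD, with images confirmed as a hit by eye, cut at about 37% in these data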;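 also: 0% = TNF-stimulated DMSO wells and 100% = unstimulated control wells; not every result past the cut was called active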
PTK2B oligo ant = antagonists of Pyk2 self-association, primary screen, Q293 cells, FERM NanoBiT luminescence, HTS; active compounds read low; z-score (the deposit names both 25 µM and 10 µM); 0.83% of 99,000 active; AID 1347419, 2020;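 active = Z-score of -3 or lower, scaled per plate to the spread of control and sample wells; inactive = z-score above -3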;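 also: negative z-score means lost luminescence so less FERM oligomerization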
PTPN22 act = LYP phosphatase activators, primary screen, biochemical, DiFMUP fluorescence, 2 µM | Tyrosine-protein phosphatase non-receptor type 22 (Homo sapiens), Q9Y2R2 | recombinant LYP; 0 = plate median, 100 = signal doubled | activation, % at 2 µM | 0.11% of 96,000 active | AID 697, 2007;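 active = activation at 2 µM above a set limit, the mean plus 5 SD, cut at about 37% in these data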
IL1B cytotox = cytotoxicity in IL-1B stimulated HUVEC, primary screen, cytotoxicity control for IL-1B NFkB translocation project, imaging, Hoechst nuclear count, IL-1B stimulus; HUVEC cell count loss; AID 845, 2007; cell count reduction, % at 2 µM; 0.41% of 94,000 active;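 active = cell count reduction more than 3 SD above the screen-wide mean, cut at about 70% in these data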;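 also: normalized per plate to untreated control cells as the no-loss baseline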
TNFa cytotox = cytotoxicity in TNFa-stimulated HUVEC, primary screen, cytotoxicity control for VCAM1 expression modulator project, imaging, Hoechst nuclei count. cell count reduction, % at 2 µM. 0.17% of 93,000 active. HUVEC TNFalpha-stimulated, Hoechst cell count;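 active = cell count reduction exceeding the screen mean by over 5 SD, scaled to untreated wells per plate, cut at about 78% in these data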;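 also: cells counted after 24 h of TNF alpha exposure following the 1 h pretreatment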
LYP inh 2 = PTPN22 phosphatase inhibitors, primary screen, biochemical, DiFMUP fluorescence, 2 µM; Tyrosine-protein phosphatase non-receptor type 22 (Homo sapiens), Q9Y2R2; recombinant LYP catalytic domain; inhibition, % at 2 µM; 0.21% of 96,000 active;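 active = inhibition at 2 µM at or above a set limit, the screen mean plus 3 SD, cut at about 24% in these data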;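 also: 0% = DMSO with enzyme and 100% = enzyme fully blocked by orthovanadate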
FAK inh = FAK kinase inhibitors, primary screen, biochemical; Focal adhesion kinase 1 (Homo sapiens), Q05397; biochemical FAK kinase activity assay; inhibition, %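 (tested at 7 µM)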; 0.84% of 97,000 active; AID 727, 2007; in the data active = inhibition above about 19%;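 also: 0% = DMSO and 100% = reference compound high control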
Active calls of the source: *; . = no result given; [ ] = another dose, or the depositor's remark. Rows are unselected (roughly 3.8% active in at least one column).

entry	mol	F-actin modifier	ERa SRC1 inh	VCAM1 TNFa inh	PTK2B oligo ant	PTPN22 act
1	O=c1[nH]c2ccccc2n2c(-c3ccncc3)nnc12	34	.	-4	0.67	2
2	CC1Cc2cc(/C(O)=C3/C(=O)C(=O)N(Cc4ccco4)C3c3cccs3)ccc2O1 (configuration not stated)	.	3	.	2.4	2
3	Cn1c(N)c(C(=O)COC(=O)C2CCC(C(C)(C)C)CC2)c(=O)n(C)c1=O (configuration not stated)	2	4	7	-0.16	6
4	CCCN(S(=O)(=O)c1ccc(OCC)cc1)S(=O)(=O)c1cccs1	.	10	.	-2	-1
5	CCCCC(CC)CNC(=O)c1ccc2c(c1)OCO2 (configuration not stated)	22	16[fluorescence artefact?]	11	-1.1	-6
6	Cc1cc2nnc(SC(C)C)n2c2ccccc12	11	24	-6	-1.3	-3
7	Cc1sc2nc(SCC(=O)c3cccs3)n(Cc3ccco3)c(=O)c2c1C	-19	-3	-3	-0.4	-9
8	CC1=CC2=NC(=O)CC(C)(C(=O)N(CC(=O)NC(C)(C)C)C3CCCC3)N2C=C1 (configuration not stated)	4	.	2	0.81	-10
9	COC(=O)C(NC(=O)c1ccccc1)c1ccccc1 (configuration not stated)	-8	4	-26	0.46	0
10	Cc1occc1C(=O)Nc1ccc(Br)cc1F	.	-2	18	1.4	-1
11	CSc1nc(Oc2ccc3ccccc3c2)c2ccccc2n1	1	.	-5	0.69	1
12	COc1ccccc1NC(=O)Nc1nnc(-c2ccco2)s1	14	.	4	.	4
13	CC(C1CC1)N(C(=O)NC1CCS(=O)(=O)C1)c1ccccc1 (configuration not stated)	-9	9	2	0.57	8
14	COC(=O)Nc1cc(C(F)(F)F)ccc1N1CCN(c2ccccc2)CC1	-5	-1	-24	-1.1	-2
15	CCCN1C(=O)C2(C(C(=O)c3ccc(C)o3)=C(O)C(=O)N2CCCN2CCOCC2)c2ccccc21 (configuration not stated)	-2	-1	20	1.7	6

entry	IL1B cytotox	TNFa cytotox	LYP inh 2	FAK inh
1	.	-15	4	3
2	-11	.	3	-15
3	12	10	-6	-1
4	2	.	5	0
5	4	-45	3	-2
6	-54	-23	4	0
7	-5	25	13	9
8	-26	-25	10	-2
9	3	-6	-3	0
10	8	-27	2	3
11	-26	6	3	3
12	36	10	-2	10
13	6	-28	-9	-1
14	15	-9	-1	-2
15	39	-25	-6	-3

Additional entries.
entry	mol	F-actin modifier	ERa SRC1 inh	VCAM1 TNFa inh	PTK2B oligo ant	PTPN22 act
16	COc1ccc(S(=O)(=O)NC2(C(F)(F)F)N=C3SCCN3C2=O)cc1 (configuration not stated)	-29	-5	13	-0.43	6
17	O=C(NCCc1ccccc1)c1ccco1	8	-3	7	0.31	6
18	Cc1ccc2nc(-c3ccc(NC(=O)CSc4ccccc4)cc3)[nH]c2c1	6	.	5	0.06	-7
19	CCOC(=O)CN(c1cccc(C(C)=O)c1)S(C)(=O)=O	8	5	16	-0.12	-6
20	NS(=O)(=O)c1ccc(CNC(=O)NC23CC4CC(CC(C4)C2)C3)cc1	9	-20	8	-0.09	-3
21	O=C(Cn1cnc2c(nnn2Cc2ccc(F)cc2)c1=O)NCc1ccco1	-25	32	10	1.1	6
22	Cc1cccc(N(C(=O)Cn2nnc3ccccc32)C(C(=O)NC(C)(C)C)c2ccsc2)c1C (configuration not stated)	-2	.	7	-0.05	-9
23	CCOC(=O)c1cnc(SCC(=O)NCc2ccco2)nc1N	-16	2	8	-0.31	2
24	CCOC(=O)C1CCN(CC(=O)Nc2c(C(=O)OC)[nH]c3cccc(Cl)c23)CC1	7	2[fluorescence artefact?]	-1	-0.14	7
25	CNC(=S)N1CCN(c2ccc([N+](=O)[O-])cc2)CC1	12	.	-20	-0.22	3
26	CCOc1ccc(S(=O)(=O)NCCOC)cc1C	-13	4[fluorescence artefact?]	14	-0.01	2
27	C/C=C/c1ccc(OCCCCn2cncn2)c(OC)c1	-12	-4	13	0.48	-11
28	CCOc1ccc2[nH]c(=O)c(CN(Cc3ccccc3OC)C(=O)c3ccccc3)cc2c1	-7	4	19	-2.1	-4
29	COc1ccc(C2C3=C(CC(C)(C)CC3=O)Oc3ncn(Cc4ccccc4)c(=N)c32)cc1 (configuration not stated)	2	2	4	-3.7*	0
30	Cc1[nH]c2ccccc2c1SCCNC(=O)c1ccc(Br)o1	-6	-5	8	-1.2	6

entry	IL1B cytotox	TNFa cytotox	LYP inh 2	FAK inh
16	-45	-16	-7	-1
17	-29	-21	-5	-1
18	-2	-8	12	32*
19	4	-17	3	1
20	-3	-56	4	1
21	13	8	-3	0
22	-18	3	11	0
23	9	-24	-3	0
24	-61	-26	-9	3
25	2	-10	0	-5
26	-6	-43	-5	-2
27	-3	-16	7	2
28	0	-8	5	-2
29	-17	-18	1	-1
30	-19	-3	-3	0

By substructure: the entries above with a tert-butyl group (3)
entry	mol	F-actin modifier	ERa SRC1 inh	VCAM1 TNFa inh	PTK2B oligo ant	PTPN22 act
3	Cn1c(N)c(C(=O)COC(=O)C2CCC(C(C)(C)C)CC2)c(=O)n(C)c1=O (configuration not stated)	2	4	7	-0.16	6
8	CC1=CC2=NC(=O)CC(C)(C(=O)N(CC(=O)NC(C)(C)C)C3CCCC3)N2C=C1 (configuration not stated)	4	.	2	0.81	-10
22	Cc1cccc(N(C(=O)Cn2nnc3ccccc32)C(C(=O)NC(C)(C)C)c2ccsc2)c1C (configuration not stated)	-2	.	7	-0.05	-9

entry	IL1B cytotox	TNFa cytotox	LYP inh 2	FAK inh
3	12	10	-6	-1
8	-26	-25	10	-2
22	-18	3	11	0

Returning to the listing with the 4 entries that preceded the break.
entry	mol	F-actin modifier	ERa SRC1 inh	VCAM1 TNFa inh	PTK2B oligo ant	PTPN22 act
27	C/C=C/c1ccc(OCCCCn2cncn2)c(OC)c1	-12	-4	13	0.48	-11
28	CCOc1ccc2[nH]c(=O)c(CN(Cc3ccccc3OC)C(=O)c3ccccc3)cc2c1	-7	4	19	-2.1	-4
29	COc1ccc(C2C3=C(CC(C)(C)CC3=O)Oc3ncn(Cc4ccccc4)c(=N)c32)cc1 (configuration not stated)	2	2	4	-3.7*	0
30	Cc1[nH]c2ccccc2c1SCCNC(=O)c1ccc(Br)o1	-6	-5	8	-1.2	6
31	CCOC(=O)c1[nH]c2cc(OC)c(OC)cc2c1NC(=O)CN1CCN(c2ccc(OC)cc2)C(C)C1 (configuration not stated)	-3	5	-30	.	-7
32	Cc1sc2nc(CN3CCN(S(=O)(=O)c4cccc5nonc45)CC3)[nH]c(=O)c2c1C	8	-5	20	-1.1	-2
33	CN(C)c1ccnc(SCc2ccccc2Cl)c1C#N	-49	-2	-2	-0.57	11
34	COc1ccc(OC)c(NC(=O)COC(=O)CNC(=O)c2ccc(OC)c(OC)c2)c1	11	.	12	0.64	-4
35	COCCn1c(CCC(=O)O)nc2c1c(=O)[nH]c(=O)n2CC(C)C	-2	-4[fluorescence artefact?]	-4	0.29	-4
36	CC(=O)N(/N=C1\Sc2ccccc2C1=O)c1ccc(C)cc1C	-2	24	16	0.47	1
37	COc1ccc(NC(=O)CN2CCC3(O)CCCCC3C2c2ccccc2OC)cc1 (configuration not stated)	1	-5	5	.	5
38	CCCCNC(=O)NS(=O)(=O)c1cnccc1Sc1ccc(Cl)cc1	-30	.	11	0.48	-12
39	CC(C)(C)OC(=O)N1CCC(C(=O)O)CC1	-11	-1	25	-0.27	-1
40	CN1CCCC(OC(=O)CCCC(=O)OC2CCCN(C)C2)C1 (configuration not stated)	-21	2[fluorescence artefact?]	2	0.06	2
41	CCN(CC)c1ccc(C(=O)Nc2cccc(F)c2)cc1	9	-6[fluorescence artefact?]	1	-1	-9
42	Cc1nc(CN2CCOCC2)cc(=O)[nH]1	47	.	5	-0.17	-1
43	Cn1cc(Br)cc2nc(C(F)(F)F)nc1-2	-15	-1	9	1.2	-3
44	COc1ccccc1CNc1nc2nc(C)cc(=O)n2[nH]1	11	-22	10	-0.17	0
45	CSc1n[nH]c(NCc2cccs2)n1	-3	-24	-36	0.83	-6

entry	IL1B cytotox	TNFa cytotox	LYP inh 2	FAK inh
27	-3	-16	7	2
28	0	-8	5	-2
29	-17	-18	1	-1
30	-19	-3	-3	0
31	-20	-25	9	2
32	1	-27	8	2
33	-9	8	-13	1
34	-45	-26	2	0
35	-47	-24	3	-2
36	-7	36	1	5
37	48	14	-1	5
38	-2	5	15	-6
39	8	10	1	-1
40	-25	-10	-5	-6
41	-22	-39	8	-1
42	-2	6	3	-1
43	-22	-2	-5	1
44	-32	-23	-5	0
45	1	-19	6	1

Other entries:
entry	mol	F-actin modifier	ERa SRC1 inh	VCAM1 TNFa inh	PTK2B oligo ant	PTPN22 act
46	CC(C)(C)S(=O)c1cccs1 (configuration not stated)	-8	-9	-4	1.9	10
47	CCOC(=O)CSc1nc(NCc2ccco2)c2ccccc2n1	18	7	-8	-0.26	-12
48	Cc1cc(NS(=O)(=O)c2ccc(OCCNS(C)(=O)=O)cc2)no1	-3	-2	3	0.47	7
49	O=C(Nc1cccc(C(F)(F)F)c1)c1cccnc1	-3	5	8	0.32	-3
50	CCN1CCCC1CNC(=O)Cn1cccc1C(=O)c1ccccc1 (configuration not stated)	25	6	0	-0.77	-1
51	COc1ccc(OC)c(S(=O)(=O)N2CCC(C(=O)NCc3ccccc3OC)CC2)c1	-16	-12	-2	-0.18	-2
52	COCCN(CC(=O)NCc1ccc2c(c1)OCO2)C(=O)CCC(=O)Nc1nccs1	-8	0	5	-0.18	5
53	O=C(/C(=C/O)N=Nc1ccc(Cl)cc1)c1ccncc1	-10	.	0	-0.41	-4
54	CC(C)C(=O)Nc1cccc(NC(=O)c2cccc([N+](=O)[O-])c2)c1	-16	.	-23	0.46	-11
55	COc1cc2c(C(=O)N3CCN(C)CC3)c(C)n(-c3ccccc3)c2cc1Br	10	11	17	-1.6	6
56	COc1ccc(OC)c(-n2c(C)ccc2-c2ccc(S(C)(=O)=O)cc2)c1	19	5	4	-0.61	4
57	C=CCOc1ccc2ccccc2c1CNc1ncn[nH]1	-2	-9	21	0.05	-1
58	Cc1cc2oc(=O)cc(CN3CCCCC3)c2cc1C(C)C	-12	-2	9	0.29	-2
59	Cc1cccc(NC(=O)Cn2cnc3ccccc3c2=O)c1C	-5	2	-14	0.22	1

entry	IL1B cytotox	TNFa cytotox	LYP inh 2	FAK inh
46	-21	11	-10	-1
47	13	-34	10	2
48	-18	34	-10	4
49	-62	-1	1	0
50	19	14	-1	3
51	-115	0	0	0
52	-18	-11	-6	-2
53	-12	-8	6	1
54	-9	-22	10	1
55	6	6	-5	-3
56	-2	-6	-7	0
57	-4	-2	4	1
58	11	2	5	-1
59	-13	-9	-3	1

Screening results (PubChem BioAssay)
